# CF NFkB block: blocks PAF-induced NF-kB reporter in cystic fibrosis cells. KKLEB NF-kB-GFP reporter, GFP fluorescence overnight. inhibition, % at 5 µM. actives 0.86% (n = 360,000);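 active = at least 50% inhibition at 5 µM, scaled per plate between neutral and stimulator controls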;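 note: PAF is a Pseudomonas aeruginosa culture filtrate used as stimulus; plate controls were PAF-stimulated DMSO wells for no effect and unstimulated DMSO wells for full effect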
# Peg3 prom inh: reduces Peg3 promoter-driven luciferase expression in HeLa; HeLa PEG-Prom luciferase reporter, luminescence, overnight; inhibition, % at 20 µM; actives 1.7% (n = 360,000);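 active = inhibition of at least 50% at 20 µM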
# KKLEB tox: counter-screen for CF NF-kB inhibitors: cytotoxicity; KKLEB CF airway cells viability, ATPlite luminescence, overnight; stronger effect = lower value; cells stimulated with P. aeruginosa culture filtrate; activity change (cytotoxicity), % at 5 µM; actives 0.36% (n = 360,000);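 active = corrected activity change at or below -50% at 5 µM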
# Shn3 3UTR inh: inhibitors of Schnurri-3 3'UTR reporter in osteoblasts. Clone20 osteoblast Shn3 3'UTR firefly luciferase, 24 h. inhibition, % at 12.5 µM. actives 0.52% (n = 360,000);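 active = mean inhibition of at least 75% with every replicate also reaching 75%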;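 note: 0% = median of neutral control wells and 100% = pilot-screen positive control compound; some compounds past the cut are filed as inactive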
# PDI inh: inhibitors of human protein disulfide isomerase. P07237. actives 0.052% (n = 350,000). AID 588391. PDI insulin aggregation turbidity, A650, 90 min. inhibition, % at 10 µM;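 active = mean inhibition across replicates of 30% or more, whatever share of single replicates reach that level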;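 note: absorbance from insulin aggregation driven by PDI reduction with DTT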
# Target sequence (P07237 whole entry, looked up): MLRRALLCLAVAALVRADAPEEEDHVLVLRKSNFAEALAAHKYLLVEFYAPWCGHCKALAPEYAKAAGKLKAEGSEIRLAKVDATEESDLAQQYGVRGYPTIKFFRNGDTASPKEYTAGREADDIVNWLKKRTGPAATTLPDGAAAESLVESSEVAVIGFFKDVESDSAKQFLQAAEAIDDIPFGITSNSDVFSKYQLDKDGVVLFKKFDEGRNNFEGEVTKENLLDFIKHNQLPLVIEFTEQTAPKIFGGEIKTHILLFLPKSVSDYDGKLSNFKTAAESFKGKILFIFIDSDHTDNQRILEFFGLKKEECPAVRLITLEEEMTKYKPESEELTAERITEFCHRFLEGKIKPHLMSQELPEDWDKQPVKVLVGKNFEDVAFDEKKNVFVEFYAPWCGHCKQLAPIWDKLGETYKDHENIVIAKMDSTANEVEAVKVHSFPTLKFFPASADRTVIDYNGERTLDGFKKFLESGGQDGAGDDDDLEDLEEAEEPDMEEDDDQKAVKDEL
# MITF TRPM1 inh: MITF TRPM1 promoter inhibition in SK-MEL-5 cells. actives 0.83% (n = 330,000). AID 488899. SK-MEL-5 TRPM1 promoter luciferase, 24 h. inhibition, % at 12.5 µM;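 active = mean inhibition across replicates of 60% or more, whatever share of single replicates reaches that level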; note: values of inactives mirror those of a sister screen read the other way
# HIF-2a inh: inhibitors of HIF-2a | inhibition, % at 18.8 µM | actives 0.72% (n = 360,000) | 786-0 RCC cells HIF-2a reporter, luciferase luminescence, overnight | AID 624352;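 active = inhibition of the luminescence signal of 40% or more relative to plate controls, in a single-dose primary screen at 18.75 µM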
# Vif imaging: inhibitors of HIV Vif; HEK293T cells, Vif self-association by quenched fluorescence, imaging, 24 h; inhibition, % at 7.49 µM; actives 0.35% (n = 340,000); in the data active = inhibition above about 50%, passing the limit was not always enough; note: some results filed as inactive read as strong as hits
# NR2E3 ag-1: agonists of human NR2E3 nuclear receptor | Q9Y5X4 | CHO-S Gal4-NCOR/VP16-NR2E3 two-hybrid, luciferase | inhibition of corepressor binding, % at 3.98 µM | actives 0.35% (n = 360,000) | AID 602229;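 active = inhibition above the mean of all tested compounds plus 3 SD, cut at about 70% in these data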;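 note: 0% = DMSO with NR2E3 transfected cells and 100% = cells lacking NR2E3 construct; higher means lower luciferase signal from less NR2E3 corepressor binding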
# Target sequence (Q9Y5X4 whole entry, looked up, the tested form may be a part): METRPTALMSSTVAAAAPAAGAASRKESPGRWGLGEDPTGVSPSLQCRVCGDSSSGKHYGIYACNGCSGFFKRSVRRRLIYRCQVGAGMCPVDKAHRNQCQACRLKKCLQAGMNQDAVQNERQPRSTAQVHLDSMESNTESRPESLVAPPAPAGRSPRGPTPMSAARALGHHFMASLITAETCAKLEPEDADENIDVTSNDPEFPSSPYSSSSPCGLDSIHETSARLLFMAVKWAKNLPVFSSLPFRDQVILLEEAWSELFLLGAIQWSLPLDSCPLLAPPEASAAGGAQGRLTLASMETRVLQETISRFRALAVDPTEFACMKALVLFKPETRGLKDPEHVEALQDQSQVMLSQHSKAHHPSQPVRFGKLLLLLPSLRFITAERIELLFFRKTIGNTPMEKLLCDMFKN
# NR2E3 ag-2: NR2E3 (human) agonism | GST-NR2E3/biotin-RetCOR TR-FRET, 1536-well | Q9Y5X4 | actives 0.12% (n = 320,000) | AID 2300 | inhibition of corepressor binding, % at 4.78 µM;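 active = percent inhibition above the cutoff of mean plus 3 SD of all tested compounds, set per screening campaign, cut at about 20% in these data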;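 note: 0% = DMSO wells and 100% = biotin wells as full block of FRET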
#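 Test system: GST-NR2E3 and biotin-RetCOR proteins | Quantity: 1.35 nM GST-tagged NR2E3 final | Medium: Tris pH 7.5 | Also added: 7 nM biotin-RetCOR | Dosing: Compound at 4.8 µM, single dose | Timing: 5 h at 4 °C | Detection: Time-resolved FRET | Read-out basis: Percent inhibition | Benchmarks: Biotin wells as high control, 0.6% DMSO wells as low control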
# CaV13 FRET inh: Disruptors of the CACNA1D IQ motif to Ca2+-dependent inactivation inhibitor domain association, primary screening, Förster resonance energy transfer in intact living … | HEK cells, CFP/YFP FRET ICDI-IQ, plate reader, 10 min; percent FRET-ratio fall versus neutral wells | AID 743397 | actives 0.098% (n = 340,000) | inhibition, % at 12.3 µM;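 active = mean replicate inhibition of at least 30% and at least 1% of replicates passing that level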;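 note: 0% = median of the neutral control wells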
# Active calls of the source: *; · = no result given.
SMILES,CF NFkB block,Peg3 prom inh,KKLEB tox,Shn3 3UTR inh,PDI inh,MITF TRPM1 inh,HIF-2a inh,Vif imaging,NR2E3 ag-1,NR2E3 ag-2,CaV13 FRET inh
CCOC1=C/C(=C/c2c(N)n3nc(CC(=O)N4CCCCC4)sc3nc2=O)C=CC1=O,-11,8,4,-5,11,0,-2,-3,-11,2,-4
CC(=O)c1c(N2CCCC2)[nH]c(-c2ccccc2)nc1=S,-10,-2,-4,-8,-1,-19,-11,2,-11,-4,-8
CCc1ccccc1NC(=O)NCCN1CCCCC1,15,7,8,-23,-4,7,11,1,-9,6,-7
CCc1ccc(NC(=O)C2C3CCC(O3)C2C(=O)O)cc1 (configuration not stated),17,-20,-10,-42,11,-16,-12,-5,-9,3,-3
COC(=O)C1=C(C(=O)OC)[C@@H]2N(C)c3ccc(OC)cc3[C@@]23C[C@@H](C(=O)OC)N(C(=O)c2ccco2)C3=N1,38,0,-3,10,0,-2,5,·,-11,3,-5
COc1ccc(C(=O)OCc2ccccc2C#N)cc1S(=O)(=O)N1CCOCC1,-15,12,-14,6,-1,·,6,2,-5,·,-5
CCCSCC(=O)Nc1ncc2c(n1)-c1ccccc1CC2,-11,-29,19,3,0,-23,-26,-9,-25,7,-5
N#CC(C#N)=C1CCCc2sccc21,-22,9,11,-9,27,-5,3,-13,4,·,-5
COc1ccccc1CN1C[C@@H]2C[C@@H](C3=Cc4cc(Cl)ccc4OC3)N3CCC[C@@]23C1=O,-6,31,1,16,2,8,17,0,4,4,-5
Cc1cc(F)ccc1C(O)c1ncc(-c2cccc(F)c2)[nH]1 (configuration not stated),22,6,-9,8,6,·,-11,2,-12,·,-6

# An excerpt from above, limited to KKLEB tox and PDI inh.
structure	KKLEB tox	PDI inh
CC(=O)c1c(N2CCCC2)[nH]c(-c2ccccc2)nc1=S	-4	-1
COc1ccccc1CN1C[C@@H]2C[C@@H](C3=Cc4cc(Cl)ccc4OC3)N3CCC[C@@]23C1=O	1	2

# (continued)
SMILES,CF NFkB block,Peg3 prom inh,KKLEB tox,Shn3 3UTR inh,PDI inh,MITF TRPM1 inh,HIF-2a inh,Vif imaging,NR2E3 ag-1,NR2E3 ag-2,CaV13 FRET inh
COc1ccc(NC(C)=O)cc1NC(C)C(=O)Nc1ccccc1F (configuration not stated),-10,9,2,0,0,7,10,17,-18,-2,-3
COc1cccc(N2CCN(C3C4CC5CC(C4)CC3C5)CC2)c1 (configuration not stated),-2,-71,0,-2,3,-18,-138,10,-36,2,·
CCOC(=O)C1C(C(=O)OC)=C(c2ccc(OC)cc2)c2ccccc2N1S(=O)(=O)C(F)(F)F (configuration not stated),20,17,-10,8,1,-8,1,-10,-25,·,-5
CCOc1ccc([C@@H]2CC=C(C(=O)O)CN2S(=O)(=O)c2ccc(C)cc2)cc1,26,9,6,-11,3,-11,5,·,-20,0,-10
c1cncc(-c2nc(NCc3ccc4c(c3)OCO4)c3ccccc3n2)c1,16,28,7,-20,1,-5,-3,-5,14,0,-5
COC(=O)c1c(C(=O)OC)c2c(-c3ccccc3)cc3cccc1n32,-15,19,3,-2,15,·,11,-6,-5,·,-10
CC(C)C(=O)Nc1ccc(NC(=O)c2ccc(COc3ccccc3)cc2)cc1,9,34,5,-17,-5,0,15,-3,-7,7,-20
CC1CCCC(NC(=O)CCC(=O)NCc2ccccc2)C1C (configuration not stated),1,13,8,-7,-3,7,15,-2,-20,4,-19
CCOC(=O)C1=C(O)/C(=C\c2cc(C)n(-c3ccccc3F)c2C)N=C1C,-8,-6,6,3,9,20,-10,-14,-17,1,-6
O=C(CSCCc1ccccn1)Nc1ccc(Br)cn1,23,-21,-11,16,0,-10,-61,7,1,2,-5
Cc1ccc(S(=O)(=O)N2[C@@H](c3cccc(C)c3)C(C(=O)O)=C[C@H]2CC2CCCC2)cc1,-20,5,27,-6,-5,-8,14,·,-16,·,-4
Cc1ccc(NC2C(=O)NC(=O)NC2=O)cc1,-29,-23,1,-13,3,-2,-9,1,7,·,-16
COc1cccc(C2CC(=O)Nc3cc4c(cc32)OCCO4)c1OC(C)C (configuration not stated),4,37,-5,26,-8,12,11,-2,-5,1,-6
COc1ccc(NC(=O)C2=CC(c3cccs3)=NS(=O)(=O)N2C)cc1,-14,-20,-3,16,·,2,-24,0,-4,1,-4
O=C(CCNS(=O)(=O)c1cccs1)Nc1nccs1,3,-2,0,1,3,10,11,4,1,1,-5
CS(=O)(=O)N(CC(=O)N1CCOCC1)c1cc(Cl)ccc1Cl,-8,1,9,-14,-10,1,16,-4,-33,-1,-3
O=C(O)c1ccccc1C(=O)NNc1ccc(F)cc1,15,-3,-8,-3,3,5,5,0,3,-1,-4
COc1ccc(N2Cc3cccc(C(=O)NC(C)CCc4ccco4)c3C2=O)cc1 (configuration not stated),-18,0,5,1,·,-9,-27,-10,-42,2,-6
COc1cccc(NC(=O)COc2cc(O)c3c(c2)OC(C)(C)CC3=O)c1,19,-225,-14,-30,·,-64,-241,4,-14,0,·
CCC(/C=N/NC(=O)c1ccccc1F)CC,1,3,-8,-4,3,4,-3,-7,-51,3,-4

# Reformatted tab-delimited: entries from further up.
SMILES	CF NFkB block	Peg3 prom inh	KKLEB tox	Shn3 3UTR inh	PDI inh	MITF TRPM1 inh	HIF-2a inh	Vif imaging	NR2E3 ag-1	NR2E3 ag-2	CaV13 FRET inh
CCOC(=O)C1C(C(=O)OC)=C(c2ccc(OC)cc2)c2ccccc2N1S(=O)(=O)C(F)(F)F (configuration not stated)	20	17	-10	8	1	-8	1	-10	-25	·	-5
CCOc1ccc([C@@H]2CC=C(C(=O)O)CN2S(=O)(=O)c2ccc(C)cc2)cc1	26	9	6	-11	3	-11	5	·	-20	0	-10
c1cncc(-c2nc(NCc3ccc4c(c3)OCO4)c3ccccc3n2)c1	16	28	7	-20	1	-5	-3	-5	14	0	-5
COC(=O)c1c(C(=O)OC)c2c(-c3ccccc3)cc3cccc1n32	-15	19	3	-2	15	·	11	-6	-5	·	-10
CC(C)C(=O)Nc1ccc(NC(=O)c2ccc(COc3ccccc3)cc2)cc1	9	34	5	-17	-5	0	15	-3	-7	7	-20
CC1CCCC(NC(=O)CCC(=O)NCc2ccccc2)C1C (configuration not stated)	1	13	8	-7	-3	7	15	-2	-20	4	-19
CCOC(=O)C1=C(O)/C(=C\c2cc(C)n(-c3ccccc3F)c2C)N=C1C	-8	-6	6	3	9	20	-10	-14	-17	1	-6
O=C(CSCCc1ccccn1)Nc1ccc(Br)cn1	23	-21	-11	16	0	-10	-61	7	1	2	-5
Cc1ccc(S(=O)(=O)N2[C@@H](c3cccc(C)c3)C(C(=O)O)=C[C@H]2CC2CCCC2)cc1	-20	5	27	-6	-5	-8	14	·	-16	·	-4
Cc1ccc(NC2C(=O)NC(=O)NC2=O)cc1	-29	-23	1	-13	3	-2	-9	1	7	·	-16
COc1cccc(C2CC(=O)Nc3cc4c(cc32)OCCO4)c1OC(C)C (configuration not stated)	4	37	-5	26	-8	12	11	-2	-5	1	-6
COc1ccc(NC(=O)C2=CC(c3cccs3)=NS(=O)(=O)N2C)cc1	-14	-20	-3	16	·	2	-24	0	-4	1	-4
O=C(CCNS(=O)(=O)c1cccs1)Nc1nccs1	3	-2	0	1	3	10	11	4	1	1	-5
CS(=O)(=O)N(CC(=O)N1CCOCC1)c1cc(Cl)ccc1Cl	-8	1	9	-14	-10	1	16	-4	-33	-1	-3
O=C(O)c1ccccc1C(=O)NNc1ccc(F)cc1	15	-3	-8	-3	3	5	5	0	3	-1	-4

# Additional entries.
SMILES,CF NFkB block,Peg3 prom inh,KKLEB tox,Shn3 3UTR inh,PDI inh,MITF TRPM1 inh,HIF-2a inh,Vif imaging,NR2E3 ag-1,NR2E3 ag-2,CaV13 FRET inh
CC(=O)N1C2=CCCC3CCCCC23c2ccccc21 (configuration not stated),19,15,-5,4,3,-6,12,-13,-10,·,-6
COc1ccc(CNc2nccn3ccnc23)cc1,-2,-76,3,-29,-7,·,-109,-8,-7,·,-5
Cc1ccc(NC(=O)c2oc3ccccc3c2NC(=O)c2ccc3c(c2)OCO3)cc1,-57,-102,8,-34,2,-66,-285,-7,-30,4,-8
CCc1noc(C)c1C(=O)N1CCN(S(=O)(=O)c2ccccc2C(F)(F)F)CC1,-10,0,-16,12,-14,-11,-1,32,-15,4,-2
CCC(C)NCCCOc1ccc(C)cc1OC (configuration not stated),-12,-1,8,-8,0,-5,12,-3,-29,1,-9
Cc1ccc(C)c(OCCC(=O)OCC(=O)NC2CCS(=O)(=O)C2)c1 (configuration not stated),6,-8,-7,-9,3,8,3,5,-26,1,-5
O=C(CN1CCN(C(=O)c2cncn2-c2ccc(F)cc2)CC1)Nc1ccccc1C(F)(F)F,-38,3,5,-8,1,14,-6,-5,16,4,-6
CNC(=S)N(CCc1c(C)[nH]c2ccc(C)cc12)Cc1ccc(OC)c(OC)c1,11,8,-5,20,2,14,14,-1,-10,0,-6
COc1cc(OC)cc(-c2nc(-c3ccc(Br)cc3)no2)c1,-14,-197,2,-88,11,-52,-156,-4,-2,5,·
O=C(NCCc1cccc(Cl)c1)c1cccc([N+](=O)[O-])c1,-2,-60,-4,-1,-3,-19,-110,-1,-20,-4,-7
Cc1cc(C(=O)CSc2cccc[n+]2[O-])c(C)n1-c1ccccc1,2,-37,-14,1,-2,14,-151,-3,-137,3,5
O=C(CCN1C(=O)c2ccccc2C1=O)Nc1sc2c(c1C(=O)NCc1ccco1)CCCC2,2,3,6,-13,2,-3,13,-4,-12,-2,-4
CCCCN(CC)Cc1ccc(CNC(=O)Nc2ccc(F)cc2)o1,-8,10,10,23,3,-2,21,6,13,5,-4
CCOc1ccc(NC(=O)CCC(=O)c2ccc(OC)cc2)cc1,-21,7,5,-5,-8,8,16,-3,21,-1,-21
Cc1ccc(NC(=O)C2CC(=O)Nc3ncnn32)cc1Cl (configuration not stated),-11,-5,5,2,-2,-5,18,-7,-7,2,1
CCCCCCOc1ccc(N2C(=O)CC(SCCN)C2=O)cc1 (configuration not stated),-6,-32,-2,-40,-6,0,-26,0,-61,-4,-2
COC(=O)C1=C(C)N(c2cccc(C)c2)C(=O)/C1=C\c1cccs1,8,10,-13,10,7,4,6,7,-7,1,·
O[C@H]1CN(CC2CCCCC2)[C@@H](c2ccccc2)C[C@@H]1n1cc(C2CC2)nn1,-16,7,-6,-11,-3,·,7,1,1,·,-5
C=CCn1cc(F)c(=O)n(CC=C)c1=O,-8,14,4,8,2,8,14,-5,16,4,-5
Cc1nnc(NC(=O)c2c(F)cccc2F)s1,2,6,-1,-14,·,-11,0,·,1,-3,-3
O=C(NCCO[N+](=O)[O-])c1cccnc1,11,9,-44,-16,-8,-1,7,-4,3,-4,-6
CCc1sc(C(=O)NNC(=O)c2cncc(Br)c2)cc1C,26,6,-2,-1,5,6,2,-12,-29,·,-15

# Screening data deposited in PubChem by several laboratories.
